BL2 CD40 inh: CD40 pathway inhibition in BL2 cells | BL2 NF-kB luciferase reporter, CD40L-induced, 4 h | inhibition, % at 10 µM | actives 0.94% (n = 83,000) | AID 1053188;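 active = mean inhibition of at least 50% with a set share of replicates also reaching that level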;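 also: 0% = neutral control wells and 100% = IKK inhibitor VII at 50 µM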
Active calls of the source: *; [ ] = dose if it differs, or a comment. An excerpt. The share of hits here may be higher or lower than overall.

What do the screens show for `COc1ccccc1CN1[C@@H]2CNC[C@H]1C2c1ccc(-c2cccnc2)cc1` (stereo partly specified)?
BL2 CD40 inh: 6.2[25 µM]

How did COc1cc2c(cc1OC)C(=O)N(C)CC2 do in these assays?
BL2 CD40 inh: -3.0

How did COc1cccc(C#Cc2ccc([C@H]3[C@@H](CO)N(C(=O)C4CCCC4)[C@H]3C#N)cc2)c1 do in these assays?
BL2 CD40 inh: -1.7

Results for O=C(Cc1ccccn1)N[C@@H]1CC[C@@H](CCNS(=O)(=O)c2cccc(F)c2)O[C@@H]1CO ?
BL2 CD40 inh: 16.1[25 µM]

Results for CC(=O)Nc1cccc(-c2ccnc3c2CC(C(=O)Nc2cccc(OC(F)(F)F)c2)O3)c1 (stereo unspecified) ?
BL2 CD40 inh: 22.3

What do the screens show for `O=C(O)CCCCNS(=O)(=O)/C=C/c1ccccc1`?
BL2 CD40 inh: 11.3

How did O=C(Cc1cccnc1)N1CC2(C1)[C@@H](c1ccccc1)[C@H](CO)N2C(=O)C1CCOCC1 do in these assays?
BL2 CD40 inh: -2.7[25 µM]

Results for CCC(CC)c1nnc(NC(=O)c2ccco2)s1 ?
BL2 CD40 inh: -13.6

What do the screens show for `CCOCCCNC(=O)c1ccc(N2CCCC2)c(NS(=O)(=O)c2ccc(C)cc2)c1`?
BL2 CD40 inh: -40.5

How did Cc1cc(NC(=O)C(C)SCC(=O)Nc2ccc(Br)cc2Br)no1 (stereo unspecified) do in these assays?
BL2 CD40 inh: 1.4

Results for O=C(Nc1ccccc1Cl)c1cc[n+](Cc2ccc([N+](=O)[O-])cc2)cc1 ?
BL2 CD40 inh: 3.3

What do the screens show for `O=C(C1CCCC1)N1CC[C@@H]2[C@@H](CO)Nc3ccc(Br)cc3[C@@H]21`?
BL2 CD40 inh: 2.2

What do the screens show for `O=C(N/N=C/c1ccc(N2CCOCC2)s1)c1ccccc1Cl`?
BL2 CD40 inh: -43.0

Results for N#Cc1ccccc1Cn1c(=O)n(CCC(=O)NCc2ccco2)c(=O)c2ccccc21 ?
BL2 CD40 inh: -0.3

How did Cc1noc(C)c1S(=O)(=O)Nc1cccc2c1O[C@@H](CN(C)Cc1ccc(C(F)(F)F)cc1)[C@@H](C)CN([C@@H](C)CO)C2=O do in these assays?
BL2 CD40 inh: 4.2[25 µM]

Results for C[C@@H]1CN([C@@H](C)CO)C(=O)c2ccccc2-c2ccccc2CO[C@H]1CN(C)C(=O)Nc1cccc(Cl)c1Cl ?
BL2 CD40 inh: 0.2[25 µM]

How did c1ccc(CNc2nc(-c3cccnc3)nc3ccccc23)cc1 do in these assays?
BL2 CD40 inh: 2.5

What do the screens show for `O=C(Nc1ccc(F)cc1)N1CC(=O)N2[C@H](C1)[C@@H](c1ccc(C#Cc3cccnc3)cc1)[C@@H]2CO`?
BL2 CD40 inh: 5.4[25 µM]

How did O=C(NNC(=O)C(c1ccccc1)c1ccccc1)c1ccccc1O do in these assays?
BL2 CD40 inh: 1.7

What do the screens show for `CCCc1nn(CCc2ccccn2)c(N)c1CC`?
BL2 CD40 inh: 1.6

The list goes on (three carried over from the part before).
What do the screens show for `O=C(Nc1ccc(F)cc1)N1CC(=O)N2[C@H](C1)[C@@H](c1ccc(C#Cc3cccnc3)cc1)[C@@H]2CO`?
BL2 CD40 inh: 5.4[25 µM]

How did O=C(NNC(=O)C(c1ccccc1)c1ccccc1)c1ccccc1O do in these assays?
BL2 CD40 inh: 1.7

What do the screens show for `CCCc1nn(CCc2ccccn2)c(N)c1CC`?
BL2 CD40 inh: 1.6

How did O=C(/C=C/Sc1ccc(C(F)(F)F)cn1)c1ccccc1 do in these assays?
BL2 CD40 inh: -101.9

Results for COc1cccc(CN2CC(C(=O)N3CCCCCC3)CCC2=O)c1 (stereo unspecified) ?
BL2 CD40 inh: -10.4

What do the screens show for `CC(=O)NCCNc1nc2cc(-c3ccc(C(=O)N4CCN(C)CC4)cc3)sc2c(=O)n1C`?
BL2 CD40 inh: -1.7

Results for CCOC(=O)C1=C(COC(=O)CNS(=O)(=O)c2ccc(C)c(C)c2)NC(=O)NC1C (stereo unspecified) ?
BL2 CD40 inh: -0.6

Results for Oc1cccc(CN2CCOCC2)c1O ?
BL2 CD40 inh: 0.1

Results for CCOC(=O)NCc1ccc2c(c1)OCO2 ?
BL2 CD40 inh: 8.4

What do the screens show for `CC1=C(C(=O)N2CCCCCC2)CC(CC(=O)NCCN2CCOCC2)C(=O)N1CCCN1CCCC1=O` (stereo unspecified)?
BL2 CD40 inh: 8.4

How did COc1ccc(-c2ccc([C@@H]3[C@@H](C#N)N(C(=O)C4CCC4)[C@@H]3CO)cc2)cc1 do in these assays?
BL2 CD40 inh: -3.6

Results for O=C(Nc1ccccc1F)N[C@@H]1C=C[C@@H](CC(=O)N2CCCCC2)O[C@@H]1CO ?
BL2 CD40 inh: 2.5

How did O=C(c1ccc(F)c(S(=O)(=O)N2CCOCC2)c1)N1CCc2ccccc21 do in these assays?
BL2 CD40 inh: 19.3

Results for O=C(Cc1ccncc1)N1CC(=O)N2[C@H](C1)[C@@H](c1ccc(Br)cc1)[C@@H]2CO ?
BL2 CD40 inh: 1.4[25 µM]

What do the screens show for `CCS(=O)(=O)NCC[C@H]1CC[C@H](NC(=O)Nc2cc(Cl)cc(Cl)c2)[C@H](CO)O1`?
BL2 CD40 inh: -7.5[25 µM]

Results for Nn1c(Cc2ccccc2F)n[nH]c1=S ?
BL2 CD40 inh: -1.6

What do the screens show for `COc1ccc(NC2CCCN(C(=O)CCn3cccn3)C2)cc1` (stereo unspecified)?
BL2 CD40 inh: 1.2

What do the screens show for `C[C@H](CO)N1C[C@H](C)[C@@H](CN(C)Cc2ccccc2C(=O)O)Oc2cc(-c3ccc(F)cc3)ccc2S1(=O)=O`?
BL2 CD40 inh: 2.2[25 µM]

How did C/C(=C\c1ccccc1)CN1CCC(C(=O)N2CCCCC2)CC1 do in these assays?
BL2 CD40 inh: -3.6

How did CC(C)CC1NC(=O)N(CC(=O)Nc2ccc(OC(F)F)cc2)C1=O (stereo unspecified) do in these assays?
BL2 CD40 inh: 27.4

How did Cc1ccc(OCC(=O)N2CC(C)CC(C)C2)c([N+](=O)[O-])n1 (stereo unspecified) do in these assays?
BL2 CD40 inh: -2.2

Results for Cc1cc(C)c2c(N)c(C(=O)c3ccc(Cl)c(Cl)c3)sc2n1 ?
BL2 CD40 inh: 5.0

How did O=C(COc1ncnc2ccccc12)NC1CCCCC1 do in these assays?
BL2 CD40 inh: -0.3

Results for COc1cccc(C#Cc2ccc([C@@H]3[C@@H](CO)N(C(=O)C4CCCC4)[C@H]3C#N)cc2)c1 ?
BL2 CD40 inh: 33.6

How did Cc1cc(C(=O)Nc2ccc3c(c2)CCC3)c2ccccc2n1 do in these assays?
BL2 CD40 inh: -8.2

Results for Cc1ccc(C(=O)NCCc2ccc(S(=O)(=O)N3CCCC3)cc2)cc1 ?
BL2 CD40 inh: 5.0

Results for Cc1cc(C)cc(OCC(=O)OCC(=O)Nc2cc(S(=O)(=O)N3CCOCC3)ccc2Cl)c1 ?
BL2 CD40 inh: 2.7

How did N#C[C@H]1[C@H](c2ccccc2-c2ccccc2)[C@@H](CO)N1C(=O)NC1CCCC1 do in these assays?
BL2 CD40 inh: 27.6[25 µM]

What do the screens show for `CCN1CCN(c2ccc(NC(=O)c3cccc(OCc4ccccc4)c3)cc2)CC1`?
BL2 CD40 inh: -4.5

How did N#C[C@@H]1[C@H](c2ccccc2C2=CCCC2)[C@H](CO)N1C(=O)C1CCOCC1 do in these assays?
BL2 CD40 inh: 0.9[25 µM]

What do the screens show for `O=C(c1cc(COc2ccc(F)cc2Cl)on1)N1CCC(OCc2cccnc2)CC1`?
BL2 CD40 inh: 1.8

Results for O=C(C1CCCC1)N1CC[C@H]2[C@H](CO)Nc3ccc(-c4cccc(F)c4)cc3[C@H]21 ?
BL2 CD40 inh: -6.4

What do the screens show for `CC=Cc1ccc2n(c1=O)C[C@H]1[C@H](CO)[C@@H](C(=O)NCC)N(Cc3cccc(F)c3)[C@@H]21` (mixture of isomers)?
BL2 CD40 inh: -6.8[25 µM]

How did C/C(=N\NC(=O)c1ccc(N)cc1)C1CC1 do in these assays?
BL2 CD40 inh: -26.4

Results for c1ccc(N2CCN(c3c4c(nc5ncnn35)CCC4)CC2)cc1 ?
BL2 CD40 inh: 17.7

Results for Cn1c(=O)oc2cc(S(=O)(=O)N3CCC(C(=O)NCc4ccccc4)CC3)ccc21 ?
BL2 CD40 inh: -2.0

What do the screens show for `COc1cc2ccccc2cc1C(=O)N1CCN(C(C)=O)CC1`?
BL2 CD40 inh: 4.4

What do the screens show for `Cc1oc(-c2cc(F)ccc2F)nc1CN1CCN(C)C(=O)[C@@H]1C`?
BL2 CD40 inh: 3.2

What do the screens show for `COc1ccc(S(=O)(=O)N(C)C[C@H]2OCCCC[C@H](C)Oc3ccc(NC(=O)Cc4ccccc4)cc3C(=O)N([C@@H](C)CO)C[C@@H]2C)cc1`?
BL2 CD40 inh: 9.3[25 µM]

How did Cc1cccc(Cc2nnc(CCC(=O)N(C)Cc3ccncc3C)o2)c1 do in these assays?
BL2 CD40 inh: -1.0

How did COC(=O)c1ccc2c(=O)sc(N3CCC(C(N)=O)CC3)nc2c1 do in these assays?
BL2 CD40 inh: 4.1

How did COc1ccccc1N1C(=O)c2ccccc2NC1c1ccncc1 (stereo unspecified) do in these assays?
BL2 CD40 inh: 13.5

Results for COc1ccc(-c2cc(C(=O)N3CCCCC3)c3ccccc3n2)cc1 ?
BL2 CD40 inh: -27.6

Results for COC(=O)CNC(=O)COc1ccccc1 ?
BL2 CD40 inh: 20.1

Results for CCOC(=O)c1csc(NC(=O)c2ccc(C#N)cc2)n1 ?
BL2 CD40 inh: 9.9

What do the screens show for `CO[C@H]1CN(C)C(=O)c2cc(NC(=O)NC(C)C)ccc2OC[C@@H](C)N(Cc2ccccc2)C[C@@H]1C`?
BL2 CD40 inh: 7.7[25 µM]

How did C[C@H](CO)N1C[C@H](C)[C@@H](CN(C)C(=O)c2ccc(N3CCN(C)CC3)cc2)OCc2cn(nn2)CCCC1=O do in these assays?
BL2 CD40 inh: -4.1[25 µM]

Results for CN1CCN(C(=O)c2cc(-c3cccc(Cl)c3)on2)CC1 ?
BL2 CD40 inh: -55.6

Results for CN(C)S(=O)(=O)c1ccc(N2CCCC2)c(C(=O)NNC(=O)COc2ccccc2F)c1 ?
BL2 CD40 inh: -6.0

Results for Cc1nn(-c2ccccc2)c2nc(-c3ccccc3)cc(C(=O)N3CCOCC3)c12 ?
BL2 CD40 inh: 1.5

How did COc1ccccc1-c1ccc([C@H]2[C@H](CO)N[C@@H]2C#N)cc1 do in these assays?
BL2 CD40 inh: -17.6[25 µM]

Results for CC1CC(C)CN(S(=O)(=O)c2cc3c(cc2Cl)NC(=O)CO3)C1 (stereo unspecified) ?
BL2 CD40 inh: 4.0

How did CC1CN(S(=O)(=O)c2ccc(C(=O)Nc3nnc(-c4ccccn4)o3)cc2)CC(C)O1 (stereo unspecified) do in these assays?
BL2 CD40 inh: 6.5

Results for COc1cccc(NC(=O)N(C)C[C@H]2Oc3ncc(/C=C/c4ccccc4)cc3C(=O)N([C@@H](C)CO)C[C@@H]2C)c1 ?
BL2 CD40 inh: 6.2[25 µM]

Results for COc1ccc(-c2ccc3n(c2=O)C[C@@H]2[C@@H](CO)[C@H](C(=O)N4CCN(C)CC4)N[C@H]32)cc1 ?
BL2 CD40 inh: -4.4[25 µM]

Results for Cc1ccc(S(=O)(=O)NCC(=O)OC(C)C(=O)c2ccccc2)cc1 (stereo unspecified) ?
BL2 CD40 inh: -3.9

Results for Cc1c(C(=O)Nc2cccc3cccnc23)oc2ccccc12 ?
BL2 CD40 inh: -11.6

How did O=C(O)c1cc(-c2ccc3c(c2)OCO3)nc2ccccc12 do in these assays?
BL2 CD40 inh: 5.3

What do the screens show for `O=C(Nc1ccc(Cc2ccncc2)cc1)c1ccc(N2CCOCC2)c([N+](=O)[O-])c1`?
BL2 CD40 inh: 10.9

Results for Cn1c(=O)c2[nH]c(C=Cc3ccc4c(c3)OCO4)nc2n(C)c1=O ?
BL2 CD40 inh: 19.1

What do the screens show for `CC1CN(CC(=O)NN=C(c2ccccc2)c2ccccc2)CC(C)O1` (stereo unspecified)?
BL2 CD40 inh: 27.9

How did Cc1ccccc1NC(=O)COC(=O)[C@@H]1CCCN1C(=O)c1cccs1 do in these assays?
BL2 CD40 inh: 9.3

What do the screens show for `O=C(NCCCO)c1ccc2nc(-c3ccco3)c(-c3ccco3)nc2c1`?
BL2 CD40 inh: 14.4

Entries listed so far with an NH in an aromatic ring, in the order listed:
Results for Nn1c(Cc2ccccc2F)n[nH]c1=S ?
BL2 CD40 inh: -1.6

Results for Cn1c(=O)c2[nH]c(C=Cc3ccc4c(c3)OCO4)nc2n(C)c1=O ?
BL2 CD40 inh: 19.1

(more compounds)
What do the screens show for `COc1ccc(NS(=O)(=O)c2cc(C(=O)N3CCN(C/C=C/c4ccccc4)CC3)ccc2C)cc1`?
BL2 CD40 inh: -10.5

What do the screens show for `CC(C)C(NCc1c(Cl)cccc1Cl)C(=O)O` (stereo unspecified)?
BL2 CD40 inh: 7.0

How did N#C[C@H]1[C@@H](c2ccccc2-c2cccc(F)c2)[C@H](CO)N1S(=O)(=O)c1cccc(F)c1 do in these assays?
BL2 CD40 inh: -7.5[25 µM]

Results for Cc1ccccc1C(=O)c1c[nH]c(C(=O)N=CN(C)C)c1 ?
BL2 CD40 inh: 0.7

What do the screens show for `OCc1ccccc1-c1cccc2nccn12`?
BL2 CD40 inh: -2.1

What do the screens show for `O=C(c1ccccc1)C1CCN(C(=O)c2ccco2)CC1`?
BL2 CD40 inh: 2.5

What do the screens show for `Nc1ccc(Sc2nnnn2-c2ccccc2)c(Cl)c1`?
BL2 CD40 inh: 3.7

In the list so far, these have bromine.
How did Cc1cc(NC(=O)C(C)SCC(=O)Nc2ccc(Br)cc2Br)no1 (stereo unspecified) do in these assays?
BL2 CD40 inh: 1.4

What do the screens show for `O=C(C1CCCC1)N1CC[C@@H]2[C@@H](CO)Nc3ccc(Br)cc3[C@@H]21`?
BL2 CD40 inh: 2.2

Results for O=C(Cc1ccncc1)N1CC(=O)N2[C@H](C1)[C@@H](c1ccc(Br)cc1)[C@@H]2CO ?
BL2 CD40 inh: 1.4[25 µM]

High-throughput results (PubChem)
